GSTO1 counter: inhibitors of recombinant GSTO1, primary screen, counter-screen for RBBP9 inhibitor project, biochemical, fluorescence polarization. inhibition, % at 5.96 µM. AID 1974, 2009. Glutathione S-transferase omega-1 (Homo sapiens), P78417. actives 1.1% (n = 300,000). activity-based probe fluorescence polarization;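 active means inhibition above the campaign mean inhibition plus 3 SD, cut at about 35% in these data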;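 further: 0% = GSTO1-1 with DMSO and 100% = wells lacking GSTO1-1 enzyme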
Target sequence (P78417 whole entry, looked up): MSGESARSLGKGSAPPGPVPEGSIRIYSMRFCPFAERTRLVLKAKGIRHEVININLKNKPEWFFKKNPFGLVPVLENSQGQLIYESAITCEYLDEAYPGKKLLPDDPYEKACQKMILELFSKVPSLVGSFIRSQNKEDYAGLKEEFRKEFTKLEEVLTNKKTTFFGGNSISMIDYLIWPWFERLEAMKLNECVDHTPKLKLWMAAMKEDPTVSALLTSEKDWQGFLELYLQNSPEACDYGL
PAFAH2 inh: PAFAH2 enzyme inhibitors, primary screen, biochemical, fluorescence polarization, human | Platelet-activating factor acetylhydrolase 2, cytoplasmic (Homo sapiens), Q99487 | recombinant PAFAH2, FP-rhodamine activity probe | inhibition, % at 3.39 µM | actives 0.99% (n = 340,000) | AID 492956, 2010;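 active means inhibition above the mean over all tested compounds plus 3 SD, cut at about 30% in these data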;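 further: inhibitors block probe labeling of enzyme so polarization drops; 0% = enzyme with DMSO and 100% = wells lacking PAFAH2 protein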
PAFAH1B3 inh: PAFAH1B3 enzyme inhibitors, primary screen, biochemical, fluorescence polarization, human; inhibition, % at 3.39 µM; actives 0.28% (n = 340,000); AID 492972, 2010; recombinant PAFAH1B3, FP-rhodamine probe;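 active means inhibition above the screen-wide average of all tested compounds plus 3 SD, cut at about 25% in these data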;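 further: 0% = enzyme with DMSO only and 100% = wells lacking PAFAH1B3 protein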
Target sequence (Q15102 whole entry, looked up): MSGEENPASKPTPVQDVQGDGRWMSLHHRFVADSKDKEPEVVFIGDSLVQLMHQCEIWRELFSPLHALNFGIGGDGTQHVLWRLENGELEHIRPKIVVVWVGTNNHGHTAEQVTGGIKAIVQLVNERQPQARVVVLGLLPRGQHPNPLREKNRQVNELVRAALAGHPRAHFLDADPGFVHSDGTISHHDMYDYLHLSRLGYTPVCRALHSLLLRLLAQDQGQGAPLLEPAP
LYPLA1 counter: LYPLA1 inhibitors, primary screen, counter-screen for PME1 inhibitor project, biochemical, fluorescence polarization, FP-Rh probe ABPP; actives 0.16% (n = 320,000); recombinant LYPLA1; inhibition, % at 5.9 µM;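 active means inhibition above the mean of all tested compounds plus 3 SD, set per campaign, cut at about 14% in these data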;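 further: inhibitors block serine hydrolase probe labeling of LYPLA1 so polarization falls; 0% = enzyme with DMSO and 100% = wells lacking LYPLA1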
LYPLA2 inh: LYPLA2 inhibitors, primary screen, counter-screen for PME1 inhibitor project, biochemical, fluorescence polarization, FP-Rh probe ABPP | recombinant LYPLA2 | inhibition, % at 5.9 µM | actives 0.38% (n = 320,000);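 active means inhibition above the screen-wide mean plus 3 SD, limit set per campaign, cut at about 26% in these data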;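 further: 0% = LYPLA2 with DMSO and 100% = wells lacking LYPLA2 enzyme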
PME-1 primary: PME-1 inhibitors via competitive probe labeling, primary screen, biochemical, fluorescence polarization, FP-Rh probe, HTS; actives 0.53% (n = 320,000); Protein phosphatase methylesterase 1 (Homo sapiens), Q9Y570; inhibition, % at 5.9 µM; recombinant PME-1;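 active means inhibition above the campaign mean of all compounds plus 3 SD, cut at about 26% in these data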;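 further: competitive labeling of PME-1 active site by serine hydrolase directed probe; 0% = PME-1 with DMSO and 100% = wells lacking PME-1 enzyme; inhibitors block probe labeling so polarization falls and inhibition rises; many of its hits are not listed in these tables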
pPAFAH FP inh: pPAFAH enzyme inhibitors, primary screen, biochemical, fluorescence polarization, human. Platelet-activating factor acetylhydrolase (Homo sapiens), Q13093. recombinant pPAFAH, FP-rhodamine probe fluorescence polarization. inhibition, % at 3.39 µM. actives 1.5% (n = 330,000);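 active means inhibition above the mean inhibition across the screen plus 3 SD, cut at about 25% in these data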;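 further: inhibitors block binding of the rhodamine activity-based probe so polarization drops; 0% = enzyme with DMSO and 100% = wells lacking pPAFAH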
Target sequence (Q13093 whole entry, looked up): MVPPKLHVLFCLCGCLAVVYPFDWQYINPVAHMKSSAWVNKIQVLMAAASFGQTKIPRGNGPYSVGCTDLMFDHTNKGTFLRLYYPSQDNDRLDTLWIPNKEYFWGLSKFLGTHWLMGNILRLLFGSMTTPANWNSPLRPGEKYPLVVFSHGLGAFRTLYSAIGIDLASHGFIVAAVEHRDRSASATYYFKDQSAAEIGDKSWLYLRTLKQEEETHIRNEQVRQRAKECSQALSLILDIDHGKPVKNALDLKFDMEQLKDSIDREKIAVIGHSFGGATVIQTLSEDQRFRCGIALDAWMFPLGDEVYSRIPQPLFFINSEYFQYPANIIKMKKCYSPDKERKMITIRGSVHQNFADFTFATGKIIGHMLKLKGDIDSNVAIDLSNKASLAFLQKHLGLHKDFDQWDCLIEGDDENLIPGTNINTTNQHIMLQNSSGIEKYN
PAFAH1B2 FP inh: PAFAH1B2 enzyme inhibitors, primary screen, biochemical, fluorescence polarization, human; Platelet-activating factor acetylhydrolase IB subunit alpha2 (Homo sapiens), P68402; recombinant PAFAH1B2, FP-rhodamine activity probe; inhibition, % at 3.39 µM; actives 1.2% (n = 340,000);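 active means inhibition above the mean of all tested compounds plus 3 SD, cut at about 24% in these data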;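 further: 0% = enzyme with DMSO and 100% = wells lacking PAFAH1B2; many of its hits are not listed in these tables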
PAD4 inh: human PAD4 inhibitors, primary screen, biochemical, fluorescence polarization, 1536-well format; recombinant PAD4, RCA probe fluorescence polarization; inhibition, % at 6.36 µM; actives 0.41% (n = 330,000);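 active means percent inhibition above a cutoff equal to the mean of all tested compounds plus 3 SD, cut at about 15% in these data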;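 further: 0% = PAD4 with RCA probe and DMSO and 100% = probe without PAD4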
An asterisk follows results filed as active; . = no result given. Only part of the results is shown; the hit share may differ from the screen's.

Start of the listing, in advance (2 entries):
canonical_smiles,GSTO1 counter,PAFAH2 inh,PAFAH1B3 inh,LYPLA1 counter,LYPLA2 inh,PME-1 primary,pPAFAH FP inh,PAFAH1B2 FP inh,PAD4 inh
COc1cccc(CN(C)C(=O)c2cc(S(=O)(=O)NC3CCCCC3)ccc2C)c1,.,10,-1,.,.,.,34*,7,3
Cc1cc(C(=O)OCC(=O)c2ccc(Cl)c([N+](=O)[O-])c2)c2cccc(C)c2n1,37*,4,-17,-8,-5,-3,11,-3,-1

Results, from the start:
canonical_smiles,GSTO1 counter,PAFAH2 inh,PAFAH1B3 inh,LYPLA1 counter,LYPLA2 inh,PME-1 primary,pPAFAH FP inh,PAFAH1B2 FP inh,PAD4 inh
COc1cccc(CN(C)C(=O)c2cc(S(=O)(=O)NC3CCCCC3)ccc2C)c1,.,10,-1,.,.,.,34*,7,3
Cc1cc(C(=O)OCC(=O)c2ccc(Cl)c([N+](=O)[O-])c2)c2cccc(C)c2n1,37*,4,-17,-8,-5,-3,11,-3,-1
CCOC(=O)c1ccc(N=CC2=C(O)CC(C)(C)CC2=O)cc1,5,2,14,1,2,-5,-2,5,-3
C[C@]12C=CC(=O)C=C1CC[C@@H]1[C@@H]2[C@@H](O)C[C@@]2(C)[C@H]1CC[C@]2(O)C(=O)CO,4,6,2,2,4,-10,6,-1,-5
O=C(Nc1cccc(F)c1)c1cc(S(=O)(=O)N2CCOCC2)ccc1N1CCCC1,.,8,8,0,-5,1,-2,2,-5
CCCOC(=O)C1=C(C)NC2=C(C(=O)CCC2)C1c1cccc(OC)c1OC (stereo not given),-5,10,0,2,-3,5,-4,2,-1
O=C(COc1nnc2ccccn12)N1CCN(S(=O)(=O)c2ccccc2)CC1,1,7,6,2,-10,5,-3,4,0
CCN(CC)S(=O)(=O)c1cc(NC(=O)CCn2[nH]c(=O)ccc2=O)ccc1C,.,-1,2,.,.,.,2,-1,0
c1nc2nc3c(c(N4CCOCC4)n2n1)CCCC3,0,8,5,3,2,6,0,2,3
COC(=O)Cn1c(=NC(=O)CN2C(=O)CCC2=O)sc2cc(S(N)(=O)=O)ccc21,1,1,8,-3,-7,-2,3,2,0
O=C(O)CCC1COc2ccccc2O1 (stereo not given),4,-5,5,-2,1,0,2,1,1
CNc1ccc(S(=O)(=O)NC)cc1[N+](=O)[O-],-3,-7,4,-1,3,-9,0,2,-5
Cc1ccccc1C(=O)Nc1ccc(C(=O)N/N=C/c2ccc(O)c(Br)c2)cc1,7,-3,1,-5,0,0,9,8,-6
CC(c1nc2ccccc2c(=O)[nH]1)N(C)CCOc1ccc(Cl)cc1 (stereo not given),-3,0,0,2,6,18,-2,7,3
COC(=O)C1=C(C)Nc2sc(C(N)=O)c(N)c2C1c1ccncc1 (stereo not given),4,-2,-2,-3,-5,1,5,-2,-2
CCOC(=O)Cn1c(=O)oc2cc(S(=O)(=O)Nc3ccc(F)cc3)ccc21,5,-4,-2,0,1,6,28*,4,-9
Cc1ccccc1-n1ncc2c(SCC(=O)NC3CCCC3)ncnc21,-3,11,3,-1,-1,6,2,-1,3
CCCCOC(=O)Nc1nc2ccc([N+](=O)[O-])cc2s1,5,.,.,0,-3,-2,1,.,-1
COc1cccc(N(CC(=O)NCC2CCCO2)C(=O)CNS(=O)(=O)c2ccccc2)c1 (stereo not given),3,3,3,-2,-1,3,4,8,-1
CCOC(=O)c1c(-c2ccc(F)cc2)csc1NC(=O)C1CC=CCC1C(=O)O (stereo not given),3,10,5,-4,-9,-11,-6,7,-2
COc1cccc(C(C(=O)NC2CCCC2)N(Cc2ccc(C)cc2)C(=O)c2ccco2)c1OC (stereo not given),-2,-7,-2,2,8,-3,0,0,0
O=C(O)c1ccc(Cn2ccc3ccccc32)o1,4,4,3,-2,1,2,3,10,-2
Cc1ccc(C)c(S(=O)(=O)NCc2ccc(C(=O)N3CCN(c4ccccc4)CC3)cc2)c1,2,-7,2,1,10,6,7,5,1
COCc1nnc(NC(=O)c2ccc(S(=O)(=O)N3CCCCCC3)cc2)o1,2,-2,4,-1,5,0,2,9,-1
COc1ccc(N/N=C(/C#N)S(=O)(=O)c2nsc(C)c2C#N)cc1,2,7,5,1,1,5,9,3,1
COc1ccc(NC(C)=O)cc1CNC(=O)COc1c(C)c(C)cc(C)c1C,19,0,0,-2,0,4,-3,4,-1
COc1ccc(NC(=O)C2CC(=O)OC23CCCCC3)cc1 (stereo not given),9,16,2,-3,3,-8,2,7,2
CC(C)C(OC(=O)Cn1nnc2ccccc21)C(=O)NC1CCCC1 (stereo not given),1,-2,5,0,0,-2,8,0,4
CN(CCc1ccccn1)C(=O)CCC1CCCN(C(=O)c2ccc3c(c2)OCCO3)C1 (stereo not given),2,6,3,1,6,2,0,-1,-2
Cn1c(=O)oc2cc(S(=O)(=O)NC3CCN(Cc4ccccc4)CC3)ccc21,37*,11,-5,-2,0,-8,3,2,-3
CCOC(=O)C1=C(O)/C(=C\c2ccc(CNS(=O)(=O)c3ccc(Br)cc3)o2)N=C1C,19,-3,10,-6,-7,2,28*,8,-3
CCOc1ccc(N(Cc2cc3cc(OC)ccc3[nH]c2=O)C(=O)C2CCCO2)cc1 (stereo not given),-4,9,2,-3,6,0,-5,-3,-10
O=C(CCc1nc(-c2ccccc2)c(-c2ccccc2)o1)OCc1ccc(Cl)cc1,0,3,-1,-4,-4,-4,-7,-2,-1
CC1CN(C(=O)CN2C(=O)NC3(CCCCCCC3)C2=O)CC(C)O1 (stereo not given),9,0,4,2,-7,-2,-5,2,5
C=CCc1cccc(C=Nc2cccn3cc(-c4ccccc4)nc23)c1O,2,4,2,7,2,-2,6,0,-5
COCCNC(=O)NC12CC3(C)CC(C)(CC(C)(C3)C1)C2,4,-1,1,3,8,2,1,3,5
Cc1cc(C)nc(NC(=O)c2cccs2)c1,3,1,-3,1,2,-2,-6,1,-4
CSc1ccccc1OCc1cc(C(=O)NCCC2=CCCCC2)no1,1,-6,5,4,10,7,1,7,-4
O=c1ccc(Cc2ccc(Cl)cc2)n[nH]1,0,9,-3,-1,-8,-5,-1,10,-2
Cc1nn(-c2ccccc2)c2c1C(c1ccc([N+](=O)[O-])cc1)N1C(=N2)C(=O)Nc2ccccc21 (stereo not given),-11,-22,1,-11,-10,-18,-3,-3,1
CCOc1ccc2[nH]c(=O)c(CN(Cc3nnnn3CCc3ccccc3)CC3CCCO3)cc2c1 (stereo not given),-2,2,6,-1,1,7,3,6,-3
CCN(CCCNC(=O)Cn1ncc2c([nH]c3ccc(C)cc32)c1=O)c1cccc(C)c1,1,3,4,-3,5,-4,1,0,-2
NNc1nc(-c2ccccc2)cc(-c2ccc(Br)cc2)n1,-8,-2,10,-8,-4,-3,4,8,-4
CCn1c(O)c(/C=C2\C=Nc3ccccc32)sc1=Nc1ccccc1,8,5,1,-7,-7,17,1,9,1
Cc1ccc(/C=N/NC(=O)Cn2nnc(N)n2)o1,21,.,.,-1,8,-11,-5,.,7
N#Cc1nc(-c2ccccc2Cl)oc1NCc1ccco1,-5,8,-5,-3,-3,-3,6,-1,5
Cc1ccc(S(=O)(=O)N2CCCC(N3CCOCC3)C2)cc1Cl (stereo not given),5,6,0,-4,-2,1,-7,4,0
CC(C)(C)CNc1cc(N2CCOCC2)ccc1[N+](=O)[O-],2,11,4,3,8,-5,4,3,0
Cc1cnc(NC(=O)c2c(-c3ccccc3)noc2C)s1,-3,1,3,0,-1,-6,3,3,1
COc1ccc2nc(SCC(=O)N3CC(=O)Nc4ccccc43)c(C#N)cc2c1,-5,1,2,-2,-3,8,8,7,0
CC(=O)Nc1ccc(SCC(=O)Nc2ccccc2N2CCOCC2)cc1,.,-3,11,.,.,.,-2,8,1
Cc1cc(C)nc(SCC(=O)OCC(=O)Nc2nc3ccccc3s2)n1,0,2,9,-2,-2,-4,2,6,-8
COCC(=O)N1CCC(Oc2ccc(C(=O)NC(C)c3nc(C)sc3C)cc2)CC1 (stereo not given),1,1,4,-3,7,2,3,4,3
O=C(NC(=S)NNC(=O)c1ccccc1[N+](=O)[O-])c1ccc(Br)cc1,2,7,8,1,7,1,5,8,8
CN(CC(=O)Nc1ccccc1Br)C(=O)c1sccc1-c1ccccc1,.,6,10,2,-4,-1,-8,6,-4
O=C(O)C1C2CCC(C2)C1C(=O)NCCCn1ccnc1 (stereo not given),13,7,5,4,5,8,0,1,6
Cc1nn(C2CCS(=O)(=O)C2)c(C)c1CN(C)C(=O)c1cccc(Cl)c1 (stereo not given),.,-6,-1,3,1,0,3,2,-6
CCn1c(=NC(=O)CS(=O)(=O)c2ccccc2)sc2cccc(OC)c21,-1,5,6,5,-2,7,7,5,-4
CCCCCCC(=O)N(O)C1CC(=O)N(c2ccccc2)C1=O (stereo not given),-2,.,.,-2,5,-10,5,.,-7

High-throughput results as filed in PubChem.
